High-throughput results as filed in PubChem BioAssay.
Xi reactivation: activators of inactive X chromosome reactivation, primary screen, imaging, XiGFP fibroblasts, GFP high-content imaging, set 2; XiGFP mouse fibroblasts, % GFP-positive cells imaging, 3 d; cells co-treated with 5-aza-dC sensitizer; scaled so ellipticine positive control = 100%; activation, % at 7.58 µM; 0.055% of 360,000 active;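 active = mean normalized replicate activation at least 10% and every replicate at or above 10%; inconclusive = only one of the two criteria met; inactive = mean below 10% and not all replicates reach 10%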;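 note: 0% = median of on-plate neutral control wells and 100% = ellipticine 6 µM median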
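System: 68-5-11 XiGFP fibroblast line; Timing: 3 days compound exposure; Compound dosing: one concentration, pinned; Benchmarks: positive control ellipticine, 6 µM final; Buffer or medium: DMEM containing 5-aza-dC.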
RAD54 inh: inhibitors of human RAD54 branch migration, primary screen, biochemical, fluorescence, single point; DNA repair and recombination protein RAD54-like (Homo sapiens), Q92698; RAD54 Holliday junction branch migration, FAM/BHQ fluorescence; inhibition, % at 10.4 µM; 0.14% of 360,000 active;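 active = mean normalized replicate activity at least 40 and at least half of replicates scoring 40 or more; inconclusive = only one of the two criteria met; inactive = mean below 40 and under half of replicates reaching 40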;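 note: 0% = median of neutral control wells and 100% = median of positive control wells; inhibitors cause a drop in the FAM fluorescence signal; in these data hits start at about 50%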
GSIS activator: GLuc luminescence reporter in INS-1E cells, primary screen for activators of glucose-dependent secretion of insulin | activation, % at 16.6 µM | INS-1E GLuc reporter insulin secretion, 2-3 h | 0.61% of 370,000 active;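 active = lowest replicate activation of at least 40%, so every replicate reaches that level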;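 note: 0% = median of neutral control wells and 100% = median of IBMX positive control wells; some compounds called inactive have numbers as strong as hits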
CFTR F508del cor: F508del CFTR correction, initial screen, CFBE line, single point | CFBE cells, YFP halide quenching; stimulated with forskolin plus potentiator P3; % fluorescence drop versus neutral controls | activity (quench increase), % at 7.58 µM | 0.36% of 350,000 active;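 active = mean added fluorescence quench of at least 8% versus neutral control, with both replicates also reaching 8%; inconclusive = only one of the mean or replicate conditions met; inactive = mean below 8% and not both replicates reaching 8%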;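 note: cells transiently co-express mutant CFTR-F508del with the halide-sensitive YFP; corrector assay measuring rescue of mutant channel to the surface after 24 h compound exposure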
ERAP1 inh: human ERAP1 aminopeptidase inhibitors, primary screen, biochemical, single point, plate reader; AID 652197, 2013; Endoplasmic reticulum aminopeptidase 1 (Homo sapiens), Q9NZ08; 0.15% of 340,000 active; recombinant ERAP1, Leu-AMC fluorescence, 60 min; inhibition, % at 10.7 µM;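 active = mean replicate inhibition of at least 30%, or all replicates individually reaching that 30% level; inactive = mean below 30% and not every replicate reaching it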;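 note: 0% = neutral control wells and 100% = L-leucinethiol positive control wells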
Target sequence (Q9NZ08 whole entry, looked up): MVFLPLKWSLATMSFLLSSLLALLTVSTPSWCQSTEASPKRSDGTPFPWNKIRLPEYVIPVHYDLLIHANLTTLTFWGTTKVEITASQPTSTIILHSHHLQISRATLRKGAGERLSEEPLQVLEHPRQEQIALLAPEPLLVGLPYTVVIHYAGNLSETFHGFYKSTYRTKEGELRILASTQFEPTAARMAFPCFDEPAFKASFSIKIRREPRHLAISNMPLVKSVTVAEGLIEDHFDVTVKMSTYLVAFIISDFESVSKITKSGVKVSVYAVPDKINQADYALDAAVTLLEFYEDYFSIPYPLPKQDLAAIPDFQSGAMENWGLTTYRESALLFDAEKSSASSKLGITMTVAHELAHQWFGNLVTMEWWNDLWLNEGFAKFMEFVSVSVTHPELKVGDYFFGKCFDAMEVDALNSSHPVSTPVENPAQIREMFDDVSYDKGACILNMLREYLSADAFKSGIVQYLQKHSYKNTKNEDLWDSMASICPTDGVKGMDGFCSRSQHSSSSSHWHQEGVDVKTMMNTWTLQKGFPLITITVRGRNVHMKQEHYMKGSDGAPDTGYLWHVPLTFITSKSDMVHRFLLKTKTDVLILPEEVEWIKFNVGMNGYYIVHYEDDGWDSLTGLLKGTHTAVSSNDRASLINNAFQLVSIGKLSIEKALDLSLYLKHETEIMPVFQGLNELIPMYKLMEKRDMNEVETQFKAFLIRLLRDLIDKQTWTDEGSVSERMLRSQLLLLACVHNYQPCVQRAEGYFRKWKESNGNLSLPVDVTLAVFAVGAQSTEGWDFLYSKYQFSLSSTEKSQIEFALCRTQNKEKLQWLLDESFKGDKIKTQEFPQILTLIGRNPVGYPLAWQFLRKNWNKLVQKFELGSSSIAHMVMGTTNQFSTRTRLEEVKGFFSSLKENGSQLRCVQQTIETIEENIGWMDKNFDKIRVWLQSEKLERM
esBAF inh: Bmi1 luciferase reporter increase in mESCs, primary screen, esBAF inhibitor project, mouse ES cells, Bmi1 luciferase knock-in, single point; 2% of 350,000 active; reporter increase, % at 12.5 µM; 24 h; 100% = twice the neutral-well signal; in the data active = activation above about 40%; inconclusive = no clear call, values can overlap the other calls;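 note: 0% = median of the plate's neutral control wells and 100% = double that signal; a rise in the Bmi1 reporter signal indicates esBAF inhibition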
ARNT-TACC3 inh: disruptors of ARNT/TACC3 protein interaction, primary screen, biochemical, AlphaScreen, single concentration; Transforming acidic coiled-coil-containing protein 3 (Homo sapiens), Q9Y6A5; AlphaScreen His-ARNT PAS-B/GST-TACC3 binding, luminescence; TACC3 fragment carries E629A point mutation; inhibition, % at 9.99 µM; 0.66% of 390,000 active; AID 623870, 2012;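 active = mean inhibition of replicates at least 50% and at least half of replicates each reaching 50%; inconclusive = half or more replicates reach 50% but mean below 50%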;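 note: 0% = complete ARNT plus TACC3 wells and 100% = ARNT alone without TACC3; many hits fall short of the cut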
RAD52 inh: RAD52 DNA annealing inhibitors, primary screen, biochemical, FRET, single point, set 2; DNA repair protein RAD52 homolog (Homo sapiens), P43351; recombinant RAD52 DNA annealing, FRET fluorescence; inhibition, % at 18.7 µM; 0.46% of 360,000 active; AID 651710, 2012;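 active = every replicate showing at least 50% inhibition; inconclusive = mean inhibition at least 50% but not in every replicate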
* marks the source's active call; other numbers are inactive results; ? = inconclusive; · = not tested or not shown; & = joins results of further samples.

SMILES	Xi reactivation	RAD54 inh	GSIS activator	CFTR F508del cor	ERAP1 inh	esBAF inh	ARNT-TACC3 inh	RAD52 inh
O=C(C[C@@H]1C[C@@H]2c3cc(NS(=O)(=O)c4ccc(F)cc4)ccc3O[C@@H]2[C@H](CO)O1)N1CCOCC1	0.0	2.2	-7.7	0.0	0.5	6.3	-3.7	-4.8
CNc1ncnc2c1ncn2[C@H]1CN(Cc2ccc(OC)cc2)C[C@@H](CO)O1	0.1	-15.1	23.7	-1.9	0.4	-3.0	·	-2.8
CCOC(=O)CC(NC(=O)c1ccc(C)cc1)c1ccc(OC)cc1 (stereo unspecified)	0.0	-2.2	7.2	-1.2	4.7	0.9	-4.2	-16.0
C[C@@H]1CN([C@H](C)CO)C(=O)c2cc(NC(=O)Cc3ccccc3)ccc2O[C@@H](C)CCCCO[C@@H]1CN(C)S(=O)(=O)c1cccs1	0.1	-3.6	-5.8	1.8	·	-2.8	14.6	·
CO[C@H]1CC[C@H]2CCOc3c(C#N)cccc3C(=O)N(C)C[C@@H](OC)[C@@H](C)C(=O)N(C)C[C@H]1O2	0.7	2.7	-5.0	·	-6.8	1.8	-3.1	-13.4
CC(=O)Nc1cccc(NC(=O)C2CC3CCC2C3)c1 (stereo unspecified)	·	1.5	11.1	·	·	-2.0	-1.3	·
O=S(=O)(N[C@H]1CC[C@H](CCn2cc(-c3ccccn3)nn2)O[C@H]1CO)c1cccc(Cl)c1	0.2	0.8	-4.4	1.1	-1.0	1.8	62.8*	-2.7
CCC(=O)N1CCCCN2[C@@H](CO)[C@@H](c3ccc(C#CCOC)cc3)[C@@H]2C1	0.3	3.5	9.4	-6.3	-1.3	0.3	-0.2	-7.3
C[C@@H]1CN([C@H](C)CO)C(=O)Cc2cc(NC(=O)Nc3ccccc3)ccc2O[C@@H]1CN(C)C(=O)Nc1ccc(C(F)(F)F)cc1	-0.9	1.1	-9.7	-1.5	·	3.4	4.7	·
C[C@H](CO)N1C[C@H](C)[C@@H](CN(C)C(=O)Cc2cccnc2)Oc2ncc(C#CCN(C)C)cc2C1=O	-0.7	0.1	0.7	-0.3	-1.2	-6.3	-2.1	-13.3
COCCN(C(=O)CSc1nnc(C)n1-c1ccccc1)c1c(N)n(Cc2ccccc2)c(=O)[nH]c1=O	-0.1	-10.6	-0.8	·	·	5.4	-6.3	·
COc1ccc(OCCC(=O)OCC(=O)NCc2ccc(F)cc2)cc1	-0.2	·	11.9	1.2	4.5	·	-12.0	-3.9
CCOCC(O)CNC(=O)c1ccc(OC2CCN(C(=O)c3cccnc3)CC2)cc1 (stereo unspecified)	0.4	-15.4	-2.8	-0.7	-0.6	·	2.2	-10.1
CCC(=O)NC[C@H]1[C@@H](c2ccccc2)[C@@H](CO)N1C(=O)C1CC1	0.3	0.5	12.6	0.9	2.4	-1.6	-4.9	-2.1
CC(=O)Nc1nc(C)c(-c2csc(Nc3ccc(S(N)(=O)=O)cc3)n2)s1	-0.1	6.1	14.0	4.5	-0.3	-4.3	-2.3	5.5
O=C(Nc1ccccc1Cl)N1C[C@H]2[C@@H](c3ccccc31)[C@H](CO)N2C(=O)c1cccnc1	0.1	2.5	1.2	-1.3	0.4	4.5	1.0	-5.8
CCC(=O)Nc1ccc2c(c1)OC[C@H](C)N(Cc1ccccc1)C[C@H](C)[C@H](OC)CN(C)C2=O	-0.1	0.7	10.5	-0.2	0.0	1.4	-4.4	10.8
COC(=O)c1ccc(OC)c(CN2CCCN(Cc3cc(C)ccc3C)S2(=O)=O)c1	0.0	7.9	3.9	1.2	-2.3	-15.4	-1.6	-5.3
COc1cccc(-c2cnc3c(c2)C(=O)N([C@H](C)CO)C[C@@H](C)[C@H](CN(C)Cc2ccc(C(=O)O)cc2)O3)c1	-0.9	3.8	2.7	1.1	-12.7	1.1	28.4	2.9
CCN(CC(=O)Nc1cc(S(=O)(=O)N2CCOCC2)ccc1C)Cc1ccccc1	0.0	-6.7	-14.0	4.8	-2.9	-3.9	-17.4	-9.1
O=C1N[C@H](c2ccccc2)COCc2cn(nn2)CC[C@@H]1Cc1ccccc1	0.0	·	4.6	·	1.3	·	·	2.4
O=C(Nc1sc2c(c1C(=O)NCCO)CCCC2)c1ccco1	0.0	-2.0	24.1	-0.5	5.0	-1.7	0.4	7.0
O=C(CC1C(=O)NCCN1Cc1ccccc1)NCCC1=CCCCC1 (stereo unspecified)	0.0	-1.5	1.9	0.3	-0.4	-5.0	7.1	-39.7
Cc1cc(NC(=O)c2ccc(NC(=O)C3CC3)cc2)no1	0.0	·	7.9	-4.9	-1.7	·	-23.7	-16.5
Cc1ccn2c(Nc3ccccc3C)c(-c3cccnc3)nc2c1	-0.3	·	7.5	-2.6	-0.5	-0.3	-2.9	-6.6
CNC[C@H]1Oc2ccc(NS(=O)(=O)c3ccc(F)cc3)cc2C(=O)N([C@H](C)CO)C[C@H]1C	-0.8	·	4.8	-2.7	·	1.8	·	·
COc1ccccc1NC(=O)N[C@@H]1CC[C@H](CCn2cc(-c3ccccc3OC)nn2)O[C@H]1CO	-0.2	-7.5	-2.3	0.9	1.0	-0.5	-17.2	13.3
CCCc1nn2c(=O)cc(O)nc2s1	0.1	6.8	15.0	·	·	·	-5.9	·
O=C1C2C3C=CC(CC3)C2C(=O)N1c1ccc(F)cc1 (stereo unspecified)	0.0	-3.9	11.3	2.0	-0.5	3.2	13.7	-10.4
Cc1ccc(C(C)C)c(OCCN2CCc3ccccc3C2)c1	0.0	2.8	-5.9	1.3	-1.3	-0.3	-7.9	8.7
O=C(CCc1nc2ccccc2c(=O)[nH]1)NNC(=O)COc1ccccc1Cl	-0.1	-6.3	1.7	-6.3	-1.7	-6.0	-9.7	-1.4
CCn1nnc2cc(C(=O)Nc3cc(S(C)(=O)=O)ccc3Cl)ccc21	0.0	-0.1	-0.4	0.4	-3.2	-7.0	-7.8	-7.9
COc1cc(CNc2ncc(-c3ccc(Br)cc3)n2C)cc(OC)c1OC	0.0	-6.2	-13.3	2.0	0.4	-1.1	5.3	-15.8
CCOC(=O)C1=C(C)N(CCCC(=O)O)C(=O)NC1c1ccccc1OS(=O)(=O)c1ccccc1[N+](=O)[O-] (stereo unspecified)	0.0	1.9	3.7	-0.9	-4.3	-0.3	·	-14.8
CC1(C)CC(=O)C2=C(C1)N(CCN1CCOCC1)C1=C(C(=O)CC(C)(C)C1)C2c1ccc(Cl)c([N+](=O)[O-])c1	0.0	·	-15.8	0.8	-1.5	·	1.5	0.6
CN(C)CC(=O)Nc1ccc2c(c1)[C@@H]1C[C@H](CC(=O)N(C)C)O[C@H](CO)[C@@H]1O2	0.1	2.7	-3.1	1.0	-0.3	3.4	-7.7	4.2
Cc1nc(NC(=O)C2CC3CCCC(C2)C3=O)sc1C (stereo unspecified)	·	-6.6	9.4	·	·	?	-3.8	·
S=C(Nc1ccc(CN2CCCCC2)cc1)Nc1cccc(Cl)c1Cl	0.1	13.4	3.0	0.9	-1.4	-6.8	·	32.6
Oc1ccccc1/C=N/n1c(COc2ccccc2)n[nH]c1=S	0.0	0.8	·	3.5	1.4	-2.4	21.5	-9.0
Nn1c(SCc2ccc(F)cc2)nnc1-c1cccnc1	-0.1	-11.4	-7.2	-0.2	-1.9	·	4.9	-20.6
Cc1cc(O)c(C(=O)Nc2cccc(Cl)c2)c(=O)n1C	0.1	11.2	7.2	1.4	1.3	58.8*	-3.9	-1.7
CN(CC(=O)NC1CCN(Cc2ccccc2)CC1)S(=O)(=O)c1ccc(Cl)cc1	-0.1	-13.7	29.8	0.1	3.4	9.0	-7.6	-16.1
COc1ccc(NC(=O)N[C@@H]2CC[C@@H](CCNC(=O)Cc3ccncc3)O[C@H]2CO)cc1	-0.4	6.7	2.2	0.0	2.6	-5.4	-6.0	-10.3
C[C@@H](CO)NC(=O)c1nc[nH]c1C(=O)N[C@H](C)c1ccccc1	-0.1	0.8	24.2	-3.0	2.3	-1.8	·	-7.8
CCCC(=O)Nc1ccc(C=C(C(C)=O)C(C)=O)cc1	0.2	9.3	-19.5	2.0	3.2	·	·	-19.0
COC(=O)C1=CN(Cc2cccs2)C=C(C(=O)OC)C1c1cccc(Cl)c1	0.0	-3.3	·	0.2	-4.5	-4.6	-45.8	-8.7
C[C@H](CO)N1C[C@H](C)[C@@H](CN(C)CC2CC2)Oc2c(NS(=O)(=O)c3cn(C)cn3)cccc2C1=O	0.0	-6.1	12.0	0.3	0.8	-3.8	-1.8	6.6
CCc1nc(SCC(=O)Nc2ccc(F)cc2)c2c(=O)n(C)c(=O)n(C)c2n1	0.2	-9.5	5.4	2.9	1.2	0.9	-2.1	-2.9

Copied from the list.
Reading of CCCc1nn2c(=O)cc(O)nc2s1 under RAD54 inh: 6.8
Reading of CCC(=O)N1CCCCN2[C@@H](CO)[C@@H](c3ccc(C#CCOC)cc3)[C@@H]2C1 under RAD52 inh: -7.3

Continuation:
SMILES	Xi reactivation	RAD54 inh	GSIS activator	CFTR F508del cor	ERAP1 inh	esBAF inh	ARNT-TACC3 inh	RAD52 inh
O=C(NCc1ccccc1Cl)c1cccc(OC2CCN(C(=O)C3CC3)CC2)c1	0.4	-19.9	-0.6	-3.7	3.8	25.6	-4.8	-13.8
CCCNC(=O)C[C@@H]1CC[C@H]2[C@@H](COc3ccc(NC(=O)c4cccc(C(F)(F)F)c4)cc3C(=O)N2C)O1	0.2	2.2	2.9	0.4	0.2	2.3	-6.2	3.2
Cc1cnc(NC(=O)Cc2cccs2)s1	0.0	·	-1.6	-3.7	-0.5	·	-1.2	-17.4
O=C(Nc1cccc(Cl)c1)N1CCC(CO)(CCOc2ccccc2)CC1	0.0	·	-20.8	0.8	-6.7	·	-5.7	-3.4
C[C@@H]1CN([C@@H](C)CO)S(=O)(=O)c2ccc(C#C[C@@H](C)O)cc2O[C@@H]1CN(C)C	-0.1	-2.0	4.5	-3.1	-1.9	-3.1	5.8	-16.2
COc1ccc(-c2cn(CC[C@@H]3CC[C@H](NC(=O)Cc4ccccn4)[C@@H](CO)O3)nn2)cc1	0.5&0.1	2.4	-2.0&7.6	1.2&2.9	0.4	-2.0	11.8	-9.2&3.0
COCC#Cc1cnc2c(c1)C(=O)N([C@@H](C)CO)C[C@H](C)[C@H](CN(C)C(=O)c1cccc(F)c1)O2	0.4	-3.9	6.2	-0.4	-1.2	0.0	-0.7	-10.0
CCOC(=O)c1nc(Nc2ccc(C(C)=O)cc2)c2ccccc2n1	0.3	2.3	·	-2.4	3.8	21.1	3.9	-16.8
Cc1ccc(-c2ccc(/C=C/C(=O)c3ccccc3)o2)cc1	0.5	3.2	9.2	·	0.8	·	0.2	-38.3
OCC[C@H]1C[C@H](O)[C@@H](O)[C@]2(Cc3ccccc3CCO2)O1	0.1	-9.3	2.0	3.1	2.6	3.0	-3.5	4.7
